# High-throughput results as filed in PubChem.
# OXTR potentiate: potentiates the human oxytocin receptor response. P30559. CHO-OTR cells, Fluo-8 calcium fluorescence, potentiator mode; 0% = oxytocin EC15, 100% = EC100. activation, % at 3 µM. 0.061% of 320,000 active. AID 2445;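 active means activation above that plate's cutoff, the mean activation of tested compounds plus 3 SD, cut at about 6.6% in these data, passing the limit was not always enough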;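 further: 100% uses oxytocin at 75 nM as the full agonist control; some results filed as inactive read as strong as hits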
#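 Assay system: CHO cell line stably expressing human OTR. Reagent: EC15 oxytocin agonist. Dosing: single dose, 3.0 µM nominal final compound concentration. Timing: compound 6 min at room temperature before oxytocin, 100 s read. Signal: kinetic Fluo-8 calcium fluorescence. Controls: oxytocin EC15 low and EC100 high.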
# CHO-K1 Ca ag: M1 agonist counterscreen hit in parental CHO-K1 cells; 0.48% of 360,000 active; Fluo-8 calcium fluorescence; scaled to maximal ATP response, vehicle zero; activation, % at 3 µM; in the data active means activation above about 15%;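 further: untransfected CHO-K1 host cells lacking M1 receptor as counterscreen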
# CHO parental Ca: counter-screen: ATP calcium response change in parental CHO cells | parental CHO-K1, ATP-induced calcium, Fluo-8 fluorescence | inhibition, % at 5.6 µM | 0.63% of 330,000 active | AID 463079;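 active means inhibition above that plate's mean sample inhibition plus 3 SD, cut at about 26% in these data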;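 further: 0% = ATP-challenged DMSO wells and 100% = DMSO wells without ATP; some compounds past the cut are filed as inactive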
#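 Assay system: untransfected parental CHO cell line. Also added: ATP agonist challenge. Dosing: one dose, 5.6 µM nominal. Measured by: Fluo-8 fluorescence. Read-out: % inhibition. Benchmarks: ATP wells versus no-ATP DMSO wells. Repeats: no replicates.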
# M1 PAM parental: M1 PAM counterscreen hit in parental CHO-K1 cells; ATP EC20, Fluo-8 calcium fluorescence; 0% at ATP EC20, 100% at ATP max; activation, % at 3 µM; 0.02% of 360,000 active; AID 602247;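 active means activation above the run cutoff, the mean activation of all test compounds plus 3 SD, cut at about 40% in these data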;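 further: peak over basal fluorescence ratio in a 140 s read after ATP addition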
# V1R ag counter: counter-screen for oxytocin receptor agonists: human V1a receptor agonists | activation, % at 3 µM | P37288 | 0.25% of 320,000 active | CHO-V1R cells, Fluo-8 calcium fluorescence, agonist mode; 0% DMSO, 100% 3 nM vasopressin;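 active means activation above the mean activation of all tested compounds plus 3 SD, per screening run, cut at about 20% in these data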;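 further: signal is peak over basal fluorescence ratio across a 100 second FLIPR read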
# Target sequence (P37288 whole entry, looked up): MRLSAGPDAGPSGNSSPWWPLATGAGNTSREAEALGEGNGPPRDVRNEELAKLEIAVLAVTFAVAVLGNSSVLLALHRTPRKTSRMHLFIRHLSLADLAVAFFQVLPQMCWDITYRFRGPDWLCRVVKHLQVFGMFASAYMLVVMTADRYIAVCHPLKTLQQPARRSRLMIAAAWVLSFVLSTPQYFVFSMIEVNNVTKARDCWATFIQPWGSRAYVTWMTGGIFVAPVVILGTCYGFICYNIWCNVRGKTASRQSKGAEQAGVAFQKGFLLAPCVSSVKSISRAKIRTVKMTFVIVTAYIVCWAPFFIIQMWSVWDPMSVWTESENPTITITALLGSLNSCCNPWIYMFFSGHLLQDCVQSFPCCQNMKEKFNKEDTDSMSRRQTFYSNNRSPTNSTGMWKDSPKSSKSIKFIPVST
# CHO-K1 Ca antag: M1 antagonist counterscreen hit in parental CHO-K1 cells | inhibition, % at 3 µM | ATP-induced calcium, Fluo-8 fluorescence | 0.6% of 360,000 active | AID 602250;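 active means inhibition above a per-plate cutoff, the plate's mean sample inhibition plus 3 SD, cut at about 24% in these data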;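 further: 0% = DMSO plus EC80 ATP and 100% = DMSO alone without ATP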
# TAAR1 agonist: agonists of human TAAR1 | Q96RJ0 | CHO RD-HGA16 TAAR1, Fluo-8 calcium fluorescence; vehicle wells 0%, saturating PEA agonist 100% | activation, % at 3 µM | 0.99% of 360,000 active | AID 624467;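 active means activation above the mean activation of all test compounds in the run plus 3 SD, cut at about 38% in these data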
# Target sequence (Q96RJ0 whole entry, looked up): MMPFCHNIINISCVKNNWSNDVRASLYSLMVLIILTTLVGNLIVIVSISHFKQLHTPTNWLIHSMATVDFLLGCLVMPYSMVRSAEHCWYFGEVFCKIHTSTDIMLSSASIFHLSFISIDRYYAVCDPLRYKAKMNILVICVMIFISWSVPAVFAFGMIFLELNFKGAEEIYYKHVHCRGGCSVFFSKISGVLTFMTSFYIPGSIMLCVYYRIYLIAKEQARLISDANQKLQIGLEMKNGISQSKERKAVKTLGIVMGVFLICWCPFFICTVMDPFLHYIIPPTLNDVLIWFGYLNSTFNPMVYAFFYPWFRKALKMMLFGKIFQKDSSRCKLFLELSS
#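 test system = CHO RD-HGA16 cells carrying human TAAR1 plus Gα16 | schedule = 17-24 h seeding, 75 min 37 °C dye, 30 min RT | compound dosing = 3 µM single concentration | control set = DMSO and PEA EC100 | replicates = n 1 | signal = Fluo-8 fluorescence, 5 s baseline then 140 s kinetic read | measure = percent activation vs PEA EC100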
# CHRM1 agonist: human M1 muscarinic receptor agonism | P11229 | AID 588814 | 0.33% of 360,000 active | activation, % at 3 µM | CHO-K1 hM1, Fluo-8 calcium fluorescence, agonist mode; 0% DMSO, 100% acetylcholine EC100;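 active means activation above the run's mean compound activation plus 3 SD, cut at about 16% in these data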;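 further: peak over basal fluorescence ratio within a 140 s kinetic read after compound addition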
# TAAR1 antag: antagonists of human TAAR1 | CHO RD-HGA16 TAAR1, Fluo-8 calcium fluorescence, antagonist | Q96RJ0 | 1.5% of 360,000 active | inhibition, % at 3 µM;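 active means inhibition above a per-plate cutoff, the mean inhibition of test compounds on that plate plus 3 SD, cut at about 49% in these data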;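 further: 0% = DMSO plus EC80 beta-PEA response and 100% = DMSO alone without agonist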
#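 Material: RD-HGA16 CHO cells with stable hTAAR1 and Gα16; Dosing: single nominal final test compound concentration of 3 µM; Schedule: seeding 17-24 h prior, 75-min 37 °C, 30-min RT dye loading; Detection: kinetic Fluo-8 calcium fluorescence measurement; Measure: % inhibition from peak post-agonist over basal fluorescence ratio; Benchmarks: vehicle and agonist controls.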
# Starred values were filed as active, the others as inactive; · = not tested or not shown.
SMILES,OXTR potentiate,CHO-K1 Ca ag,CHO parental Ca,M1 PAM parental,V1R ag counter,CHO-K1 Ca antag,TAAR1 agonist,CHRM1 agonist,TAAR1 antag
CCc1ccc(OC)c(S(=O)(=O)N2CCN(C(=O)c3ccco3)CC2)c1,-1,0.8,-3,2,0.1,-2,4,0,-5
COc1cc2cc(C(c3nnnn3C(C)(C)C)N3CCc4ccccc43)c(=O)[nH]c2cc1OC (configuration not stated),-5,0.9,-26,10,-1.4,-14,4,-3,-17
CCCNC(=O)c1nc(C)n(-c2cc(Cl)ccc2Cl)n1,-3,4.0,-13,-3,1.2,2,-1,-7,4
Cc1cc(C(=O)NNC(=O)/C=C/c2ccccc2Cl)c(C)o1,-2,0.3,-17,-5,-0.5,7,2,-2,1
O=C(O)CC1S/C(=N/N=C/C=C/c2ccccc2[N+](=O)[O-])NC1=O (configuration not stated),-3,0.1,0,-14,0.5,18,0,-5,12
COc1cccc(/C=N/NC(=O)CC(=O)NCCc2ccc(OC)c(OC)c2)c1,-3,2.8,-5,11,1.6,-12,10,-2,3
CC(C)NS(=O)(=O)c1ccc(NC(=O)c2cccnc2)cc1,-5,0.6,-1,10,0.9,-9,3,-9,-14
COc1ccc(Cl)cc1C(=O)Nc1ccc(OCC(=O)N2CCOCC2)cc1,·,0.9,·,1,·,5,2,0,-13
COc1ccc(S(=O)(=O)N(C)C[C@H]2OCCCC[C@@H](C)Oc3ccc(NC(=O)CCC(F)(F)F)cc3C(=O)N([C@H](C)CO)C[C@@H]2C)cc1,·,0.1,·,10,·,-17,3,-7,-1
COc1ccc(/C=C/C(=O)N2CCN(c3ccccn3)CC2)c2ccccc12,3,2.8,-30,15,-0.6,-12,-1,-6,13
COc1ccc(C2=NS(=O)(=O)N(C)C(C(=O)N(C)Cc3ccccc3)=C2)cc1,-4,2.6,-8,10,3.7,-4,6,0,11
CC(=O)c1c(C)[nH]c(C)c1C(C)=O,-7,0.8,-3,20,0.9,-5,1,-5,-21
CCOc1ccc(-c2nc[nH]c2[N+](=O)[O-])cc1,-1,0.2,-4,-14,0.1,7,1,-1,16
CCCCC(=O)O,-6,-0.3,-7,-2,0.9,7,·,2,·
Cc1ccc(N(Cc2ccc(C(=O)NN=C3CCN(C)CC3)cc2)S(C)(=O)=O)cc1C,1,0.9,0,20,0.9,-1,2,-3,-8
CCOC(=O)N1CCC(NC(=O)CSCc2nc(-c3ccc(OCC)cc3)oc2C)CC1,-6,6.1,-28,17,5.5,-10,-2,1,0
O=S(=O)(c1cccc(-c2n[nH]c(=S)n2C2CCCC2)c1)N1CCOCC1,-18,2.7,-16,4,0.9,-8,2,-1,-13
CC(C)(C)C(=O)Nc1ccc(S(=O)(=O)NC2=NCCCCC2)cc1,-6,0.9,-2,-2,0.0,-8,-2,10,12
Cc1ccc2c(c1)N(CCC(=O)NCCN1CCOCC1)C(=O)CO2,-1,0.0,2,1,0.0,1,10,-5,8
C[C@@H]1CN([C@@H](C)CO)C(=O)CCCn2cc(nn2)CO[C@H]1CN(C)S(=O)(=O)c1ccc(Cl)cc1,·,1.0,·,21,·,-4,8,-9,1
O=C(CCN1C(=O)S/C(=C/c2ccc(Cl)cc2)C1=O)N1CCOCC1,0,1.3,-9,1,1.9,-3,3,-3,-3
CCCCN(C)CCCNC(=O)c1ccc(N2CCCC2=O)cc1,-4,0.2,8,14,0.4,-6,8,-4,10
Cc1ccccc1C(=O)NCCN1CCOCC1,-2,0.9,4,2,-0.6,-17,-1,-3,-4
COC(=O)CSc1nnc(CNC(=O)c2ccc(S(=O)(=O)N3CCOCC3)cc2)n1C,-5,-0.2,-8,-12,0.5,10,5,-5,-13
c1ccc(OCc2nnc3n2N=C(c2ccccc2)CS3)cc1,-9,1.8,-15,7,0.2,-9,2,-1,-17

# Going on with the list:
SMILES,OXTR potentiate,CHO-K1 Ca ag,CHO parental Ca,M1 PAM parental,V1R ag counter,CHO-K1 Ca antag,TAAR1 agonist,CHRM1 agonist,TAAR1 antag
COc1ccc(-c2noc(N3CCC(C(=O)Nc4ccccc4Cl)CC3)n2)cc1,0,-0.3,0,1,0.9,2,2,-1,-4
Cc1ccc(NC2=NC(=S)N(CC#N)C23CCCCC3)cc1,2,-0.7,-14,16,-1.8,-12,4,-7,-2
Cc1cc(C)cc(C(=O)NCC(=O)OCC(=O)NCc2ccco2)c1,-9,-1.5,-18,13,-2.1,-18,-1,-4,-13
COc1ccc(/C=C2\SC(=O)N(CCNC(=O)Cn3[nH]c(=O)c4ccccc4c3=O)C2=O)cc1,-6,-0.2,-10,-2,0.1,1,2,-2,-28
Cc1onc(-c2c(F)cccc2Cl)c1C(=O)NC(=S)NC1CCS(=O)(=O)C1 (configuration not stated),2,0.3,3,1,0.9,-2,6,-8,-15
CCCC[C@@H]1CNCCN1CCCc1cc(OC)c(OC)c(OC)c1,-7,1.6,-17,2,0.5,-3,8,-5,4
CN(C)S(=O)(=O)c1cccc(C(=O)Nc2cc(S(=O)(=O)N3CCOCC3)ccc2N2CCCC2)c1,·,-0.2,·,-4,·,-6,0,-6,14
Fc1cccc(NC(=S)NNc2ccccc2)c1,-4,0.3,-5,-4,1.4,-6,1,-3,3
CCN(CC)c1ccc(NC(=O)c2ccc3c(c2)OCO3)cc1,-11,0.8,-12,19,-0.4,-4,0,-8,-20
Cc1cc(C)c2c(c1)NC(=O)C2(O)CC(=O)c1cccs1 (configuration not stated),-2,0.2,-3,9,1.6,-8,12,0,1
Cc1ccc(CCNC(=O)CN(C)S(=O)(=O)c2cnc[nH]2)cc1,-9,0.8,2,20,0.1,-5,1,-4,-1
COc1cccc(CNC(=O)CN2C(=O)CSc3ccc(S(=O)(=O)N4CCOCC4)cc32)c1,-4,0.0,-29,13,1.7,-8,0,-4,-2
CNC(=S)NNC(=O)c1noc(C)c1C(=O)N1CCN(C(c2ccccc2)c2ccccc2)CC1,6,0.2,-24,5,1.1,-2,2,-14,-7
CCn1nc(C)c(CNC(=O)c2cc(COc3ccccc3SC)on2)c1C,-11,9.5,-10,11,5.0,-15,15,3,-14
O=C(NC1CCN(S(=O)(=O)c2cccc(F)c2)CC1)c1cccc(F)c1,·,-0.4,·,14,·,-6,-1,-6,-20
CCCCN1C(=O)C(=O)N(CC(=O)NC2CCCc3ccccc32)C1=O (configuration not stated),-11,10,-10,17,2.6,-11,2,-1,2
O=C(CN1CCN(S(=O)(=O)c2ccc(F)cc2)CC1)Nc1ccnn1C1CCCC1,·,1.3,·,-6,·,6,-1,0,-14
CCC(=O)c1ccc(OC(=O)c2ccc(Br)o2)cc1,-21,43*,25,0,44*,0,123*,81*,84*
CC(SC(C)C(=O)NN=Cc1ccc(F)cc1)C(=O)NN=Cc1ccc(F)cc1 (configuration not stated),·,1.0,·,20,·,-18,2,-2,-8
COc1ccc(/C=C/C=N/NC(=O)COc2ccc(OC)cc2)cc1,-6,1.3,-3,13,1.1,-11,4,-4,-3
C/C=C/C(=O)N1c2ccc(C)cc2C(C)=CC1(C)C,0,-1.0,4,-8,-1.4,-3,2,-2,-46
Cc1ccc(C(=O)Nc2ccn(Cc3ccc(F)cc3)n2)o1,-2,6.2,-10,29,-0.2,-3,2,-5,-6
O=C1CN(C(=O)COc2c(Cl)cccc2Cl)c2ccccc2N1,-12,0.7,-9,-10,-0.7,-5,2,-2,-3
CCOC(=O)c1ccccc1N=N/C(C(C)=O)=C(/C)O,-1,-0.3,-3,25,-1.4,-11,-2,-7,-22
Cc1ccc(NC(=O)CC(O)(C(F)(F)F)C(F)(F)F)c(Br)c1,-8,3.3,-10,6,3.1,0,4,-6,12

# Going on with the list.
SMILES,OXTR potentiate,CHO-K1 Ca ag,CHO parental Ca,M1 PAM parental,V1R ag counter,CHO-K1 Ca antag,TAAR1 agonist,CHRM1 agonist,TAAR1 antag
C/C(=N/NC(=O)CN1CCN(S(=O)(=O)c2ccc(Br)cc2)CC1)c1ccncc1,-6,0.0,-20,7,0.1,-3,3,-4,-15
O=C1[C@@H]2Cc3c([nH]c4ccccc34)CN2C(=O)CN1CCO,-9,0.2,2,-1,0.9,-8,-1,-4,2
O=C(N/N=C/C(Br)=C/c1ccccc1)c1ccc([N+](=O)[O-])cc1,-2,0.2,-4,-10,1.0,0,0,-1,4
O=C(NCCc1ccc(Cl)cc1)c1ccc(Br)s1,-9,1.7,-15,23,2.4,-13,1,2,11
CCCCSc1nnc(-c2ccc(NC(C)=O)cc2)n1C,-4,-0.2,-11,6,-0.1,-2,-1,-6,-14
CCN1C(=O)S/C(=C/c2cn(C)c3ccccc23)C1=O,-12,0.1,-36,24,-1.6,-7,1,-9,-3
Cc1cccc(S(=O)(=O)c2c(N)n(-c3ccccc3)c3nc4ccccc4nc23)c1,1,0.2,-5,23,0.4,-10,2,-5,0
CC(Sc1nnc(N)s1)C(=O)NCc1ccc2c(c1)OCO2 (configuration not stated),-4,0.0,-6,-5,0.5,-18,1,-5,-14
CCCCCCCCC(c1nc2ccccc2[nH]1)N1CCN=C(c2ccccc2)C1=O (configuration not stated),·,-0.4,·,-11,·,10,1,-4,38
Cc1ccc(C2Nc3cccc4cccc(c34)N2)s1,-8,0.1,-4,8,0.3,-3,1,-3,6
CCN1C(=O)CSC1=Nc1ccc(OC)cc1,-2,0.2,-14,-1,0.4,7,4,-2,-2
CCOC(=O)/C=C/c1ccccc1S(=O)(=O)NC(C)(C)C,1,-0.7,-12,-11,-0.3,2,7,0,-3
Cc1oc(-c2ccccc2F)nc1CS(=O)(=O)CC(=O)N1CCc2ccccc21,-5,0.2,-3,9,-0.5,-6,1,-5,-25
COc1ccc(-c2cnnc(N/N=C/c3ccc(C)o3)n2)cc1,-2,-0.3,-7,-5,-0.1,2,-1,-5,10
O=C(O)c1cccc(-c2nnn(Cc3ccccc3Cl)n2)c1,1,-0.4,-3,-1,1.7,11,-1,-2,12
CCCn1nnnc1NC(=O)c1ccc2ccccc2c1,-1,0.5,3,6,0.6,1,0,3,-4
COc1cc2c(cc1OC)C1=C(C#N)CN(CC(=O)O)CN1CC2,-1,0.6,-19,22,-1.5,-10,1,-2,-6
